From PubChem BioAssay
EPAC2 agonist: qHTS for Agonist of cAMP-regulated guanine nucleotide exchange factor 4 (EPAC2): primary screen; Potency, µM (top dose mostly 154 µM), for inactives: at the top dose activation, usual class: activators; EPAC2 activation, biochemical qHTS; response scale: 100% = 6.5 mM cAMP response; 360,000 tested, 0.079% active; Rap guanine nucleotide exchange factor 4 (Homo sapiens), Q8WZA2; also: potency is read from the fitted curve at half-maximal effect; nearly all actives have a fitted effect of over 50% in size
Target sequence (Q8WZA2 whole entry, looked up): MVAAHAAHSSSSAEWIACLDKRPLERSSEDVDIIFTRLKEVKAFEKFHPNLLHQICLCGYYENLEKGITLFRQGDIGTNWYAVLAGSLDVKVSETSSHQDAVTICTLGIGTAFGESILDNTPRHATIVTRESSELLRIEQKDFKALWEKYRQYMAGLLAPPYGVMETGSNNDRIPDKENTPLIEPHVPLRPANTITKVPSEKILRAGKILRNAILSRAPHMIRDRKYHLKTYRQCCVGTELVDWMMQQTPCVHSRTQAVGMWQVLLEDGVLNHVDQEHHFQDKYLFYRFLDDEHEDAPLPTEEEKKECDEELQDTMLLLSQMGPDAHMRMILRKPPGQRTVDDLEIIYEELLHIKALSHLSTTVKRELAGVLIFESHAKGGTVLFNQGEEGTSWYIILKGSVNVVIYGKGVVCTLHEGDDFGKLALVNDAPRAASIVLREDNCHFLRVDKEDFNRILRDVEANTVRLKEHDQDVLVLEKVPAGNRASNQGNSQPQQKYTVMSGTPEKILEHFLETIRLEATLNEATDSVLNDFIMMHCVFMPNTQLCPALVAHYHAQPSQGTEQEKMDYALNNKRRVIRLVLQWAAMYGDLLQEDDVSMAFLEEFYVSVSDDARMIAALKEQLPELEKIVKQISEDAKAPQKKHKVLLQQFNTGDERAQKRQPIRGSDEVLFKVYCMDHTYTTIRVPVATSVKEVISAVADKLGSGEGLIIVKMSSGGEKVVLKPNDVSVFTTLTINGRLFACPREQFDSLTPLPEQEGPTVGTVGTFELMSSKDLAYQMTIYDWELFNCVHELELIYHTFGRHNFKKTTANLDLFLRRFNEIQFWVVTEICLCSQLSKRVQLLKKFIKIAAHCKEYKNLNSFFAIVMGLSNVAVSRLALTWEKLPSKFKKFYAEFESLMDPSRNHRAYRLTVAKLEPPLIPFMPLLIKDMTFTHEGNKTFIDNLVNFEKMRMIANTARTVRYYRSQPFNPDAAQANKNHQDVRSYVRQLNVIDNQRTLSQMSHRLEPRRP
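Compounds were titrated in qHTS against a Rap1B-BODIPY-GDP (250 nM) complex with EPAC2 (100 nM) and GDP (50 uM). BODIPY-GDP release tracked at 480/540 nm over 30 min at room temperature, normalized to 6.5 mM cAMP.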
ATXN2 expr inh: Primary qHTS for Inhibitors of ATXN expression. Potency, µM (series often up to 57 µM), for the others: top-dose activity change, negative = inhibition, hits mostly inhibitors. 360,000 tested, 0.72% active. AID 1745845, 2022. HEK-293 ATXN2-luciferase reporter, luminescence, 24 h; also: potency is read from the fitted curve at half-maximal effect; % is scaled to controls: 0 for no effect and ±100 for the full control effect; nearly all actives have a fitted effect of over 55% in size
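qHTS (up to 57 uM final) was run with 24 h compound exposure of reporter cells at 37 °C. Each well was multiplexed: SteadyGlo luminescence measured ATXN2-luciferase expression after a fluorogenic Gly-Phe-AFC viability readout (25 uM final).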
ATXN viability: Viability Counterscreen for Primary qHTS for Inhibitors of ATXN expression. S2 cells (HEK-293 line with an ATXN2-luciferase reporter) viability, CellTiter-Fluor protease fluorescence, 24 h. Potency, µM (doses to about 56.7 µM), most hits filed as cytotoxic. 400,000 tested, 0.49% active; also: potency is read from the fitted curve at half-maximal effect; nearly all actives have a fitted effect of over 40% in size
HepG2 tox: qHTS for Inhibitors of TGF-b: Cytotox Counterscreen | HepG2 CAGA-GFP viability, ATP luminescence, 18 h | Potency, µM (highest dose often 46.1 µM), without a hit: top-dose activity change, negative = cytotoxicity, actives largely listed as cytotoxic | 410,000 tested, 0.76% active; also: potency is read from the fitted curve at half-maximal effect; some results filed as inactive show a strong effect at the top dose
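CellTiter-Glo luminescence gave cytotoxicity after 18 hours at 37 degrees C. The cells were HepG2 CAGA-GFP in 1% FBS DMEM, stimulated with 500 pg/mL TGF-beta after compound addition. %Activity was normalised to no-cell wells (complete cell-killing) and DMSO (no toxicity), and curves were fitted and classified.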
IL2 activator: qHTS of IL-2 Activators; IL-2 activation reporter assay, cell-based qHTS; stimulated with anti-CD3/CD4/CD28 beads; in transgenic mouse T cells; activation, % (series mostly up to about 46 µM); 360,000 tested, 0.065% active; AID 652025, 2013; in the data active = activation above about 50%; inconclusive = mostly about 30% to 49%; also: 0% is about no effect
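Readout is EGFP and DsRed signal by fluorescent plate cytometry after 18 h at 37 degrees C. Transgenic mouse T cells (750/well) received compound for 60 min before bead stimulation (anti-CD3, anti-CD4, anti-CD28); memory T cells served as non-tolerant control.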
Nrf2 block: Nrf2 qHTS screen for inhibitors; A549 ARE-Fluc reporter, luciferase luminescence, 18-24 h; Potency, µM (doses to about 46 µM), without a hit: at the highest dose activity change, negative = inhibition, usual class: inhibitors; 360,000 tested, 2.1% active; also: potency is read from the fitted curve at half-maximal effect; % is scaled to controls: 0 for no effect and ±100 for the full control effect; nearly all actives have a fitted effect of over 60% in size
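Cells were seeded and rested 2 h, then exposed to compounds for 18-24 h. CellTiter-Fluor was read first as a viability measure. BugLite was added 15 min before the final luminescent read of ARE-luciferase activity in A549 cells.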
A549 tox: Nrf2 qHTS screen for inhibitors: counterscreen for cytotoxicity. A549 ARE-Fluc cells, CellTiter-Fluor viability, 18-24 h. Potency, µM (top dose mostly 46 µM), inactives show top-dose activity change, negative = cytotoxicity, hits mostly inhibitors. 390,000 tested, 0.16% active; also: potency is read from the fitted curve at half-maximal effect; % is scaled to controls: 0 for no effect and ±100 for the full control effect
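A549 ARE_Fluc cells in 5% FBS OPTI-MEM were exposed to compounds in concentration-response for 18-24 h at 37 deg C. Viability was read by CellTiter-Fluor fluorescence (Ex 405/Em 525) after 30 min, before the luciferase read.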
Nrf2 activator: qHTS of Nrf2 Activators | AREc32 ARE-luciferase reporter (MCF7-derived line), luminescence, 24 h | 410,000 tested, 0.31% active | Potency, µM (top dose mostly 46.1 µM), for the others: top-dose activation, usual class: activators; also: potency is read from the fitted curve at half-maximal effect; % of control where 0% means no effect; nearly all actives have a fitted effect of over 65% in size
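ARE activation measured as luciferase luminescence (Steady-Glo, 30 min RT) in AREc32_Fluc cells after 24 hr compound exposure at 37 deg C, 5% CO2; cells seeded overnight at 1000/well in OPTI-MEM, 5% FBS.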
TGFb inhibitor: qHTS for Inhibitors of TGF-b; HepG2 CAGA-GFP TGF-b/SMAD3 reporter, GFP fluorescence, 18 h; TGF-beta stimulated, 500 pg/mL final; 410,000 tested, 1.2% active; AID 588855, 2011; Potency, µM (series often up to 46.1 µM), without a hit: at the top dose activity, negative = inhibition, most hits filed as inhibitors; also: potency is read from the fitted curve at half-maximal effect; % is scaled to controls: 0 for no effect and ±100 for the full control effect; nearly all actives have a fitted effect of over 65% in size
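HEPG2 CAGA-GFP cells (1000/well, DMEM with 1% FBS) were pre-incubated 2 h at 37 degrees C, given compound by pin tool, then stimulated with TGF-beta at 500 pg/mL final for 18 h before per-cell GFP fluorescence imaging.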
* hit, by the source's call; i = inactive; ? = inconclusive; . = no result given; [ ] = remark or other dose. Unless noted, calls follow the shape of the dose curve; as a rule, active = well fitted curve in the direction sought with a large enough effect; inconclusive = small, poorly fitted or top-dose-only effect, or another doubt; inactive = no such curve, though single readings can be large; an effect the other way counts as inactive or inconclusive.

SMILES | EPAC2 agonist | ATXN2 expr inh | ATXN viability | HepG2 tox | IL2 activator | Nrf2 block | A549 tox | Nrf2 activator | TGFb inhibitor
Cc1cc(C)n(-c2nc3ccccc3nc2N2CCN(S(=O)(=O)c3cccc(C#N)c3)CC2)n1 | 9.3% | 3.5% | ? | 12.6% | 0.0 | -35.5% | -17.8% | -0.3% | 16.5%
Cc1cc(-n2c(C)cc(C(=S)N3CCOCC3)c2C)ccc1Br | -1.9% | -16.2% | i | 1.0% | -0.7 | -21.4% | 4.9% | -0.4% | 7.6%
CCCC(c1nnnn1CCOC)N1CCN(Cc2ccccc2)CC1 (stereo not drawn) | 11.9% | -5.0% | i | -45.8% | 0.3 | 6.0% | -4.3% | 0.5% | -2.4%
CCOc1ccc(C2C=C(c3ccccc3)Nc3nnnn32)cc1 (stereo not drawn) | -7.1% | 6.5% | i | -18.1% | -0.3 | 2.3% | -2.6% | 4.8% | 12.6%
O=C(NCc1ccccc1)c1cc(-c2cccc(O)c2)on1 | 4.1% | 39.2%[activator] | ? | -43.0% | -1.1 | -13.2% | 3.1% | 0.5% | -21.4%
COc1ccccc1C1CCN(C(=O)c2cccc([N+](=O)[O-])c2)CC1 | 6.1% | -29.1% | ? | -17.9% | 4.6 | -4.6% | 4.7% | 0.1% | -19.4%
Cc1ccc(-c2nc3c(c(=O)c4ccccc4n3C)c(=O)n2-c2ccc(F)cc2)cc1 | 0.8% | -1.2% | i | -27.9% | -0.3 | 1.1% | 3.1% | 0.2% | 0.7%
COc1ccc(N=C2S/C(=C\c3cc(C)n(C)c3C)C(=O)N2CC(C)C)cc1 | 14.3% | -22.1% | i | -3.9% | -5.1 | -18.3% | -19.8% | 5.9% | -28.4%
Cc1cccc(NC(=O)CSc2c(C)cnc3c2c(=O)n(C)c(=O)n3C)c1C | . | -3.4% | ? | 7.1% | . | . | -4.0% | -0.1% | 24.8%
O=C/C=C/c1coc2ccc3ccccc3c2c1=O | 8.5% | . | i | -0.5% | 0.1 | 2.9% | ? | 0.6% | -9.4%
C/C(=N\NC(=O)c1cccc(S(=O)(=O)N2CCCC2)c1)c1ccc(F)cc1 | -1.8% | -0.5% | i | -22.2% | -1.1 | 5.7% | -4.1% | 3.0% | 0.0%
C=CCOC(=O)C1=C[C@@H](c2csc3ccccc23)[C@H](CCCO)[C@@H](OCC)O1 | 7.4% | -10.1% | ? | -13.6% | -0.3 | 3.7% | -0.5% | 5.8% | -28.2%
CCOc1ccc(-c2cc3c(=O)n(Cc4nc(-c5ccc(OC)cc5OC)oc4C)ccn3n2)cc1Cl | . | 26.8% | i | -39.1% | . | 20.8% | -2.9% | -0.4% | -12.0%
Cc1cc(C)nc(Sc2nc(Cl)nc(N(c3ccccc3)c3ccccc3)n2)n1 | -0.4% | -3.1% | i | -32.0% | -0.3 | 1.4% | -0.1% | 24.9% | ?
CC(C)CCn1c(N2CCOCC2)nc2c1c(=O)n(CC(N)=O)c(=O)n2C | 2.7% | -19.1% | i | 2.9% | -1.9 | . | 4.5% | -0.5% | 10.0%
C=C1N(C)c2cc([N+](=O)[O-])c(N)cc2C1(C)C | -5.5% | -12.1% | i | -4.4% | -0.9 | ? | ? | 0.2% | -32.0%
CN(CC(=O)Nc1ccccc1C(=O)Nc1ccccc1)C1CCCCC1 | 0.9% | -4.0% | i | -0.2% | -0.1 | 4.5% | -2.2% | 0.0% | 1.3%
Cc1sc2ncnc(NCC(C)(C)N3CCOCC3)c2c1C | 3.2% | -12.2% | i | -28.5% | 0.2 | . | -5.3% | 2.7% | ?
O=C1c2ccccc2-c2c1nc1c([n+]2[O-])CCCC1 | 8.5% | 19.6% | i | -41.6% | -0.2 | 17.1% | 0.8% | 3.0% | 14.7%
Cc1c(C#N)c(NC(=O)c2cccc(Cl)c2)n(Cc2ccccc2)c1C | -4.8% | 1.6% | i | -20.1% | -1.0 | -14.2% | -13.7% | 0.5% | ?
O=NN(CCc1ccncc1)c1ccc(OCc2ccccc2)cc1 | 3.9% | -22.5% | i | -27.3% | 0.2 | 6.51µM* | -18.9% | 3.8% | -15.0%
CC(=O)NC(c1cccs1)c1cc([N+](=O)[O-])c2cccnc2c1O (stereo not drawn) | 2.7% | 12.6µM* | ? | -10.3% | 0.2 | ? | ? | -0.1% | ?
Cc1nc2ccc(Br)cn2c1C(=O)N/N=C\c1ccccc1[N+](=O)[O-] | 3.2% | -26.3%[11.3 µM] | i | -3.2% | -1.0 | -1.7% | 1.0% | ? | 10.4%
O=C(COc1ccccc1)Nc1nc(-c2ccncc2)cs1 | -2.7% | 4.5% | i | -61.9% | -0.9 | -26.6% | 0.1% | 3.5% | 4.3%
COc1ccc(-n2nc3c(c2NC(=O)c2ccccc2S(=O)(=O)C(F)F)CS(=O)(=O)C3)cc1 | 7.8% | 5.2% | i | -0.5% | 0.3 | 15.7% | -3.4% | 0.0% | -2.8%
Additional results:
SMILES | EPAC2 agonist | ATXN2 expr inh | ATXN viability | HepG2 tox | IL2 activator | Nrf2 block | A549 tox | Nrf2 activator | TGFb inhibitor
CC1(C)C[C@@H]1C(=O)N/C(=C\CCCCSC[C@H](N)C(=O)O)C(=O)O | 5.3% | 2.1% | i | -2.1% | -0.1 | 2.5% | -4.2% | -0.5% | 15.6%
O=[N+]([O-])c1ccc(S(=O)(=O)Nc2ccncc2)cc1 | -2.3% | -6.3% | i | -1.0% | -0.4 | -12.4% | 4.4% | -0.2% | 0.5%
COC(=O)C1(C)NC(c2ccc(O)cc2)C2C(=O)N(c3ccccc3)C(=O)C21 (stereo not drawn) | 6.6% | -14.8% | i | -15.9% | 0.4 | 10.8% | 8.2% | -0.7% | -20.7%
O=C(COC(=O)/C=C/c1ccc(F)cc1)NC1CCS(=O)(=O)C1 (stereo not drawn) | -6.6% | -3.5% | i | 4.6% | 0.1 | 4.4% | -2.4% | 0.4% | -11.3%
CCc1c(C)nc2c(Br)cccc2c1SCCC#N | 15.8% | -26.2% | i | -0.8% | 0.1 | ? | -7.9% | 3.5% | -22.6%
Cn1c(-c2cnn(-c3ccccc3)c2N)n[nH]c1=S | 6.1% | . | i | -13.5% | -0.8 | 2.6% | 26.3% | -0.5% | -0.4%
CCOC(=O)C1CCCN(C(=O)CN2C(=O)c3ccccc3C2=O)C1 (stereo not drawn) | 0.6% | 2.4% | i | -4.3% | -2.1 | ? | -1.4% | -0.3% | 0.5%
Cc1nn(C)c(C)c1S(=O)(=O)N1CCC(C(=O)NC2CCCCC2)CC1 | 8.8% | -3.4% | i | 1.9% | -0.4 | -7.0% | 2.0% | -0.5% | -0.2%
O=C1c2cnc3nc(SCc4ccccc4)nn3c2CC2c3ccccc3CCN12 (stereo not drawn) | 8.2% | -13.3% | i | -13.2% | 2.0 | 10.5% | 5.4% | 0.0% | 1.0%
Cn1c(Cn2cnc(Cl)c2Cl)nc2ccccc21 | -4.9% | -17.5% | i | 12.2% | -0.8 | -3.7% | -7.4% | 0.0% | 2.7%
Cc1cc(C)nc(NC(N)=NC2CCCCC2)n1 | 9.6% | -11.3% | i | -30.1% | -0.4 | 9.8% | -3.1% | -0.1% | -8.0%
Cc1cc(C)n(-c2ccc(C(=O)Nc3ccccn3)cc2)n1 | 13.9% | -25.9% | i | -30.8% | -1.0 | ? | -1.6%[1.84 µM] | -1.7% | 0.0%
O=C1OC(N2CCN(Cc3ccccc3)CC2)c2ccccc21 (stereo not drawn) | 9.0% | 11.7% | i | -3.4% | 0.5 | 9.3% | . | 0.4% | -1.3%
O=C(Nc1sccc1C(=O)NCc1ccco1)c1cccnc1 | 13.4% | -19.7% | i | -13.6% | -3.0 | . | -0.2% | 9.4% | 8.9%
CCOC(=O)N1CCC(NC(=O)c2cccn3c(=O)c4cc(Br)ccc4nc23)CC1 | -17.1% | -6.2% | i | 1.6% | -0.3 | -1.2% | -3.9% | 2.4% | 7.0%
O=C(Cn1nnc(-c2ccccc2)n1)N=Nc1c(O)[nH]c2ccccc12 | 5.8% | -13.9% | i | -7.1% | -1.1 | 13.5% | -0.5% | -0.5% | 2.7%
N#Cc1c[nH]n2c(NC3CCCCC3)c(-c3ccccc3F)nc12 | . | 2.6% | i | -8.9% | . | -10.0% | -1.3% | 0.0% | -1.7%
COc1ccc(CCN(C)C(=S)Nc2cccc(C)c2)cc1OC | -6.0% | -4.6% | i | 5.2% | 1.2 | 3.1% | 3.7% | -0.1% | -0.9%
CCN(CC(=O)Nc1c(F)cccc1F)C(=O)CCc1c[nH]c2ccccc12 | 5.8% | 3.0% | i | -11.3% | -0.8 | -17.9% | -9.9% | -0.7% | -11.2%
CCC1=NN2C(=N)/C(=C\c3ccc(OCCOc4ccccc4OC)cc3)C(=O)N=C2S1 | 0.0% | 4.6% | i | 0.1% | -0.2 | -19.4% | -0.7% | -0.5% | 10.1%
COCCNC(=O)CN1CCC(n2c(C)nc3cc(C(F)(F)F)ccc32)CC1 | 3.2% | -6.6% | i | -16.8% | -2.3 | ? | -1.2% | -0.5% | -4.2%
CN(C)S(=O)(=O)n1cnc([C@H]2c3c(ncn3Cc3ccccc3)C[C@H]3COC(=O)[C@@H]32)c1 | 7.1% | 6.7% | i | -2.9% | -1.7 | 6.4% | -3.5% | -0.2% | -5.0%
O=C(NCc1cc(C(F)(F)F)ccc1F)C1CCC(=O)N(C2CC2)C1 (stereo not drawn) | 5.2% | 13.4% | i | -20.0% | 0.1 | 12.0% | -9.2% | -0.3% | -6.3%
